Screens deposited in PubChem BioAssay by National Center for Advancing Translational Sciences (NCATS).
Tau fibril FP – tau fibrillization inhibition (FP); K18 P301L tau heparin fibrillization, Alexa594 FP, 6 h; Potency, µM (series often up to 57.7 µM), for inactives: top-dose activity, negative = inhibition, most hits filed as inhibitors; 0.39% of 280,000 active; note: % is set by controls: 0 for no effect and ±100 for the full control effect; nearly all actives have a fitted effect of over 55% in size
Target sequence (P10636 561-689 P618L limits assumed): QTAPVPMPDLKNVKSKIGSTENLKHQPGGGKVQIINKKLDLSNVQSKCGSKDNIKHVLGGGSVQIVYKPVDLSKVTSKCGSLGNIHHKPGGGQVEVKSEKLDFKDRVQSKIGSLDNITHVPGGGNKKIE
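K18 P301L tau (15 uM unlabeled/0.24 uM Alexa 594-labeled, final) + compound + heparin 20 uM final; 100 mM NaOAc pH 7; 6 hr 37 C; ThT 30 uM final added, 1 hr RT; FP ex 555/em 632 nm.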
Tau fluor counter – counter-screen for tau fibril formation inhibitors. tau K18 P301L Alexa594 fluorescence, heparin fibrillization. Potency, µM (doses to about 57.7 µM), for the others: top-dose activity change, negative = decrease. 0.93% of 280,000 active. AID 1463; note: % is set by controls: 0 for no effect and ±100 for the full control effect; nearly all actives have a fitted effect of over 55% in size
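Human tau K18 P301L (15 uM unlabeled, 0.24 uM Alexa 594-labeled) in 100 mM sodium acetate pH 7 with 20 uM heparin, 6 hr at 37 C. ThT 30 uM added, 1 hr ambient; Alexa 594 FP and total fluorescence read at 555/632 nm.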
RECQ1 helicase – inhibitors of human RECQ1 DNA helicase | P46063 | Potency, µM (highest dose often 57.3 µM), for the others: at the highest dose activity, negative = inhibition, actives largely listed as inhibitors | AID 2549 | 0.54% of 240,000 active | RECQ1 DNA unwinding, red fluorescence kinetic read;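 note: plate controls were vehicle for no effect and no enzyme for full effect; nearly all actives have a fitted effect of over 30% in size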
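50 nM RECQ1T1 preincubated 15 min with compound in Tris pH 8.0 buffer with MgCl2, DTT, Tween-20 and 2.5 ug/ml poly(dI-dC); started with 200 nM TAMRA/BHQ-2 forked duplex and 2 mM ATP. Unwinding read as fluorescence (525/598 nm), two reads 2 h apart.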
Tau fibril ThT – blocks human tau fibril formation measured by thioflavin T. P10636. recombinant tau K18 P301L, heparin-induced fibrillization, ThT fluorescence. Potency, µM (doses to about 57.4 µM), for inactives: at the top dose activity, negative = inhibition, most hits filed as inhibitors. 2.1% of 270,000 active. AID 1460; note: % is set by controls: 0 for no effect and ±100 for the full control effect; nearly all actives have a fitted effect of over 55% in size
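Using a mix of unlabeled (15 uM) and Alexa 594-labeled (0.24 uM) tau K18 P301L, heparin-triggered fibrillization over 6 hr at 37 C was scored by ThT fluorescence.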
HTT ATP protect – protects HTT-Q103 PC12 cells, measured by ATP. PC12 HTT-Q103 induced, cytoprotection, ATP luminescence, 40 h. Potency, µM (top dose mostly 56.4 µM), for the others: cytoprotection (ATP increase), hits mostly activators. 0.14% of 230,000 active. AID 1471;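 note: % of control where 0% means no effect; nearly all actives have a fitted effect of over 45% in size; toxic huntingtin expression switched on by the ecdysone agonist tebufenozide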
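Readout: ATPlite luminescence (ATP level). Model: stable PC12, inducible Htt exon1 Q103-GFP. Inducer: tebufenozide, 100 nM final. Compounds: dose series. No G418 in medium.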
L3MBTL1 inh – inhibitors of human L3MBTL1; AlphaScreen L3MBTL1–H3K9me1 peptide binding; Potency, µM (doses to about 57.1 µM), for the others: at the highest dose activity, negative = inhibition, actives largely listed as inhibitors; 0.66% of 230,000 active; AID 485360; note: % is set by controls: 0 for no effect and ±100 for the full control effect; nearly all actives have a fitted effect of over 60% in size
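L3MBTL1 50 nM + b-AHA-H3(1-15)K9me1 75 nM, 30 min RT; compound added, 30 min RT; streptavidin donor/Ni-chelate acceptor beads 10 ug/mL each final, 30 min RT dark; AlphaScreen read.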
TRb SRC2 PPI – inhibitors of human thyroid hormone receptor beta-SRC2 interaction; 0.065% of 280,000 active; P10828; TRbeta-SRC2 peptide binding, fluorescence polarization; receptor liganded with 1 µM T3; Potency, µM (titrated, usually from 106 µM), for the others: at the top dose activity change, negative = inhibition, actives largely listed as inhibitors;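 note: plate controls were bound peptide for no effect and peptide without receptor for full effect; nearly all actives have a fitted effect of over 50% in size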
Target sequence (P10828 whole entry, looked up): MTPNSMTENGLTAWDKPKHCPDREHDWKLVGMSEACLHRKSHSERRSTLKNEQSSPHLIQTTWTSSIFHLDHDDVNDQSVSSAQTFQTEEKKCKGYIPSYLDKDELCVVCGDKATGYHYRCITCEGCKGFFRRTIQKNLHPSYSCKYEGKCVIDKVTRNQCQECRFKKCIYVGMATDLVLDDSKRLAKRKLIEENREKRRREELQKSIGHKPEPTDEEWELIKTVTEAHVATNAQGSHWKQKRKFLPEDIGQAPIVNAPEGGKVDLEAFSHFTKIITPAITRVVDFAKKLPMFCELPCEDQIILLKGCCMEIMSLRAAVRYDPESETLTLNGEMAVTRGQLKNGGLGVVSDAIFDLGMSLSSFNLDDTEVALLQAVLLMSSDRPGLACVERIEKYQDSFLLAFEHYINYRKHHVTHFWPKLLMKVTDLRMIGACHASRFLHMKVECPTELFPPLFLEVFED
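Decrease in fluorescence polarization of 20 nM Texas Red SRC2 coactivator peptide flagged inhibition of its binding to 0.6 uM TRb LBD; 1 uM T3 included, incubation 5 hr, ex 555/em 632 nm.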
TR SRC2 fluor cs – Texas Red fluorescence interference in TRb-SRC2 counter-screen | AID 1479 | TRb/SRC2 Texas Red total fluorescence interference | 0.29% of 280,000 active | Potency, µM (doses to about 106 µM), without a hit: at the highest dose fluorescence change, negative = quenching; active = well fitted curve in either direction with a large enough effect; inconclusive = small, poorly fitted or top-dose-only effect; note: % is set by controls: 0 for no effect and ±100 for the full control effect
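Human TRβ ligand-binding domain (0.6 uM) and Texas Red SRC2 peptide (20 nM) in Tris buffer with 1 uM T3 and 5% DMSO were incubated with pinned compound for 5 hr at ambient temperature. Total fluorescence was computed as S + 2P (555/632 nm).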
Numbers without * were called inactive; i = inactive; ? = inconclusive; / = no result given; & = joins results of further samples; [ ] = remark or other dose. Unless noted, calls come from the whole dose curve; as a rule, active = well fitted curve in the direction sought with a large enough effect; inconclusive = small, poorly fitted or top-dose-only effect, or another doubt; inactive = no such curve, though single readings can be large; an effect the other way counts as inactive or inconclusive. Potency is the fitted concentration of half-maximal effect. Not all compounds are listed; the hit share may differ from the screen's.

1. O=C(N/N=C\c1cccc(F)c1)c1ccc(Cn2cc(Br)c([N+](=O)[O-])n2)o1
2. Cc1ccc2c(c1)C=CC(C#N)N2C(=O)c1ccccc1 (configuration not stated)
3. Cc1cccc(C(=O)N/N=C/c2ccncc2)c1
4. CCOc1ccc(N2C(=O)Nc3ccccc3C2(O)C(=O)NCc2ccc3c(c2)OCO3)cc1 (configuration not stated)
5. CCO[C@@H]1OC(C(=O)N2CCN(C)CC2)=C[C@H](C2CCCCC2)[C@H]1CCCO
6. CC(C)C(C)NC(=O)COc1ccc(S(=O)(=O)N2CCOCC2)cc1Cl (configuration not stated)
7. CCCCCCN(C(=O)CCCCCN1C(=O)NC(c2ccc(Cl)cc2)C(C(=O)OCc2ccccc2)=C1C)C(C(=O)NCCCC)c1ccc(OCC(=O)OC)c(C(=O)OC)c1 (configuration not stated)
8. O=C(CN1CCN(Cc2ccccc2Cl)CC1)N=Nc1c(O)[nH]c2ccccc12
assay / compound	1	2	3	4	5	6	7	8
Tau fibril FP	?	0%	12%	-7%	0%	1%	4%&7%	1%
Tau fluor counter	-30%	7%	5%	-7%	5%	0%	-11%&-8%	-10%
RECQ1 helicase	14%	-8%	0%	-15%	0%	-11%	-13%&-4%	-3%
Tau fibril ThT	-13%	1%	-9%	-9%	5%	-2%	-18%&-17%	?
HTT ATP protect	-7%[10 µM]	-10%[0.074 µM]	-23%	-8%	-9%[10 µM]	5%	-9%	-1%[10 µM]
L3MBTL1 inh	14%	7%	5%	-5%	8%	12%	-4%	-3%
TRb SRC2 PPI	6%	-7%	-4%	-2%	-3%	8%	5%&8%	-11%
TR SRC2 fluor cs	-5%	-3%	-1%	-3%	0%	-9%	-2%&-2%	-4%

3 entries out of the list, sorted by number of heavy atoms, falling:
8. O=C(CN1CCN(Cc2ccccc2Cl)CC1)N=Nc1c(O)[nH]c2ccccc12
6. CC(C)C(C)NC(=O)COc1ccc(S(=O)(=O)N2CCOCC2)cc1Cl (configuration not stated)
3. Cc1cccc(C(=O)N/N=C/c2ccncc2)c1
assay / compound	8	6	3
Tau fibril FP	1%	1%	12%
Tau fluor counter	-10%	0%	5%
RECQ1 helicase	-3%	-11%	0%
Tau fibril ThT	?	-2%	-9%
HTT ATP protect	-1%[10 µM]	5%	-23%
L3MBTL1 inh	-3%	12%	5%
TRb SRC2 PPI	-11%	8%	-4%
TR SRC2 fluor cs	-4%	-9%	-1%

Following part:
9. COc1ccc(-c2nc3ccccc3c(=O)n2CCOc2cc(C)ccc2C)cc1
10. CCOP(=O)(OCC)C(Nc1cccc([N+](=O)[O-])c1)c1ccccc1 (configuration not stated)
11. Cc1cc2ncn(CC(C)C)c2cc1C
12. CCn1c(SCC(=O)NCCOC)nc2sc3c(c2c1=O)CCCC3
13. O=C(OCc1nnc(-c2ccccc2)o1)C1=COCCO1
14. COc1ccccc1CNC(=O)Cn1c(=O)ccc2cc(S(=O)(=O)N3CCC(C)CC3)ccc21
15. NNC(=O)Cn1c(-c2nonc2N)nc2ccccc21
16. COc1ccccc1NS(=O)(=O)c1ccc(O)cc1
assay / compound	9	10	11	12	13	14	15	16
Tau fibril FP	?	5%	5%	2%	6%	7%	0%	-1%
Tau fluor counter	-11%	-18%	-2%	-5%	3%	-6%	3%	-13%
RECQ1 helicase	-2%	-13%	i	-5%	-17%	/	i	-11%
Tau fibril ThT	2%	-15%	0%	-8%	1%	1%	6%	-11%
HTT ATP protect	-5%[10 µM]	4%[10 µM]	26%[10 µM]	-16%[10 µM]	-22%	/	-38%[inhibitor]	8%
L3MBTL1 inh	27%	-3%	0%	-6%	10%	/	2%	/
TRb SRC2 PPI	3%	-7%	11%	5%	6%	-9%	15%	3%
TR SRC2 fluor cs	-3%	0%	-1%	0%	0%	5%	-2%	-2%

17. CCO[C@H]1OC(C(=O)N2CCOCC2)=C[C@@H](C2CC2)[C@@H]1CCCO
18. CCCCc1nnc(NC(=O)C(C)Sc2nc(O)c(Cc3ccccc3)c(=O)[nH]2)s1 (configuration not stated)
19. CCc1ccc(C(=O)c2cnc3ccc(F)cc3c2S(=O)(=O)c2ccccc2)cc1
20. CC(C)(C)c1cc(-n2ccnc2)n2ncc(-c3ccc(Cl)cc3)c2n1
21. Cc1ccc2nc(NC(=O)C3CCN(S(=O)(=O)c4ccc5c(c4)oc(=O)n5C)CC3)sc2c1
22. CCc1nnc(NC(=O)c2ccc(S(=O)(=O)N3CCCCCC3)cc2)s1
23. CCOC(=O)c1c(C)c(/C=N/Nc2ccccc2)n(C)c1C
24. CC(C)OC(=O)CSc1nnc(-c2ccc(Cl)cc2)n1N
assay / compound	17	18	19	20	21	22	23	24
Tau fibril FP	-3%	-8%	-14%	3%	-12%	7%	1%	-2%
Tau fluor counter	-2%	-13%	-22%	3%	-16%	3%	?	-6%
RECQ1 helicase	-17%	-9%	/	1%	-12%	-5%	13%	-10%
Tau fibril ThT	2%	-15%	-15%	8%	-3%	1%	?	-6%
HTT ATP protect	1%[10 µM]	18%	/	-19%[10 µM]	5%	-8%[10 µM]	1%[10 µM]	4%
L3MBTL1 inh	7%	5%	/	-3%	/	4%	-10%	6%
TRb SRC2 PPI	2%	11%	-10%	8%	-9%	-8%	3%	-6%
TR SRC2 fluor cs	1%	1%	25µM*[quencher]	-1%	1%	-2%	-1%	-3%

25. Oc1c(C(c2ccccc2)N2CCCCC2)sc2ncnn12 (configuration not stated)
26. COc1ccc2nc(NC(=O)CN3CCOCC3)sc2c1
27. CC1(C)CC(=O)C(CC2C(=O)CC(C)(C)CC2=O)C(=O)C1
28. Cc1ccc(O)c(C(=O)c2cnc3c(c2)COc2ccc(C)cc2-3)c1
29. Cc1nn(CCCC(=O)NCc2ccc(F)cc2)c(C)c1[N+](=O)[O-]
30. COc1cc(/C=C/C(=O)O)cc2c1OCCO2
31. CC1=C(C(=O)Nc2cccc(C)c2C)C2(CCCCC2)OC1=O
32. CCOC(=O)CN1Cc2cccc(C(=O)O)c2C1=O
assay / compound	25	26	27	28	29	30	31	32
Tau fibril FP	2%	3%	?	-8%	3%	-4%	1%	-2%
Tau fluor counter	-1%	-8%	?	-27%	1%	-2%	?	-2%
RECQ1 helicase	i	i	-8%	-7%	1%	i	/	-2%
Tau fibril ThT	-4%	-5%	10µM*	?	9%	-3%	-4%	-7%
HTT ATP protect	11%[10 µM]	-17%	23%[10 µM]	22%[1.9 µM]	-13%[10 µM]	-21%	/	-11%
L3MBTL1 inh	?	/	4%	?	0%	?	/	/
TRb SRC2 PPI	0%	-2%	1%	6%	1%	7%	-9%	-16%
TR SRC2 fluor cs	-6%	-5%	0%	0%	2%	-3%	-1%	2%

33. COCCn1c(Cc2ccccc2)nnc1SCC(=O)N(C)C
34. CCn1cc(C(=O)N2CCN(c3cc(Cl)ccc3C)CC2)c(=O)c2cc(S(=O)(=O)N3CCCC3)ccc21
35. Fc1ccccc1N1CCN(c2cnc3ccccc3n2)CC1
36. Brc1ccc(-c2noc(CCc3ccccc3)n2)o1
37. C/C(=N\NC(=O)c1ccc(NS(=O)(=O)c2cccs2)cc1)c1ccc(C(C)(C)C)cc1
38. c1ccc(-c2nc(-c3nccc4ccccc34)oc2-c2ccccc2)cc1
39. O=C(CCCOc1ccc(Cl)cc1Cl)NCC1CCCO1 (configuration not stated)
40. COc1ccc(NC(=O)C2CCN(c3nc4ccccc4nc3C(F)(F)F)CC2)cc1
assay / compound	33	34	35	36	37	38	39	40
Tau fibril FP	0%	-1%	-2%	-3%	-21%	-6%	-3%	-11%
Tau fluor counter	0%	-5%	-17%	-13%	-25%	-13%	-1%	-17%
RECQ1 helicase	-7%	/	9%	?	-10%	-6%	-4%	/
Tau fibril ThT	-8%	-13%	?	?	?	-1%	0%	-3%
HTT ATP protect	-15%	/	-57%[inhibitor]	-2%	29%[10 µM]	19%[10 µM]	25%[1.9 µM]	/
L3MBTL1 inh	3%	/	/	18%	0%	36%[activator]	0%	/
TRb SRC2 PPI	3%	-5%	-4%	2%	-8%	7%	2%	3%
TR SRC2 fluor cs	-2%	-1%	-1%	-1%	-3%	1%	1%	0%

Only L3MBTL1 inh, for 5 of the compounds above:
no.	mol	L3MBTL1 inh
9	COc1ccc(-c2nc3ccccc3c(=O)n2CCOc2cc(C)ccc2C)cc1	27%
3	Cc1cccc(C(=O)N/N=C/c2ccncc2)c1	5%
17	CCO[C@H]1OC(C(=O)N2CCOCC2)=C[C@@H](C2CC2)[C@@H]1CCCO	7%
6	CC(C)C(C)NC(=O)COc1ccc(S(=O)(=O)N2CCOCC2)cc1Cl (configuration not stated)	12%
11	Cc1cc2ncn(CC(C)C)c2cc1C	0%

Continued.
41. Nc1cc(-c2nn[nH]n2)ccc1F
42. Cc1occc1C(=O)N=Nc1c(O)[nH]c2ccc(Br)cc12
43. Cc1nc2cc(C(=O)OCC(=O)NC34CC5CC(CC(C5)C3)C4)ccc2n1-c1ccccc1
44. COc1ccc(OC)c(NC(=O)CSc2nnc(CNc3ccc(C)cc3C)o2)c1
45. CN=C1S/C(=C\c2ccc(N3CCCC3)c(F)c2)C(=O)N1C
46. Cc1ccc(NC(=O)c2c(C)oc3ccc(O)c(CN4CCCCCC4)c23)cc1
47. COc1ccc(OC)c(-c2cc(C(=O)Nc3c(C)nn(Cc4ccc(C)cc4)c3C)no2)c1
48. c1ccc(-c2[nH]ncc2CN2CCc3ccccc3C2)cc1
assay / compound	41	42	43	44	45	46	47	48
Tau fibril FP	-3%	-3%	4%	0%	6%	1%	-4%	-3%
Tau fluor counter	-15%	-10%	-16%	-23%	?	-9%	-12%	-11%
RECQ1 helicase	-12%	-6%	0%	i	i	/	/	-9%
Tau fibril ThT	?	?	-15%	?	?	-5%	-3%	-4%
HTT ATP protect	-4%	-18%[10 µM]	-2%[1.9 µM]	-3%	-12%	/	/	-8%[10 µM]
L3MBTL1 inh	-2%	2%	-2%	-7%	17%	/	/	-6%
TRb SRC2 PPI	-21%	2%	2%	-5%	-11%	0%	-4%	-8%
TR SRC2 fluor cs	-1%	-7%	1%	0%	-1%	-1%	3%	-2%
